ALDH1A1 block – inhibitors of human aldehyde dehydrogenase 1A1; AID 1030; hit rate 7.3% among 220,000; P00352; Purified ALDH1A1, NADH fluorescence, propionaldehyde substrate; Potency, µM (series often up to 75.3 µM), without a hit: top-dose activity, negative = inhibition, hits mostly inhibitors; active means well fitted inhibition curve with a large enough effect, not every such curve was filed as active; inconclusive means small, poorly fitted or top-dose-only effect, or another doubt; inactive means no such curve, though single readings can be large or run the other way;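 further: plate controls were no enzyme wells and a reference inhibitor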
Target sequence (P00352 whole entry, looked up): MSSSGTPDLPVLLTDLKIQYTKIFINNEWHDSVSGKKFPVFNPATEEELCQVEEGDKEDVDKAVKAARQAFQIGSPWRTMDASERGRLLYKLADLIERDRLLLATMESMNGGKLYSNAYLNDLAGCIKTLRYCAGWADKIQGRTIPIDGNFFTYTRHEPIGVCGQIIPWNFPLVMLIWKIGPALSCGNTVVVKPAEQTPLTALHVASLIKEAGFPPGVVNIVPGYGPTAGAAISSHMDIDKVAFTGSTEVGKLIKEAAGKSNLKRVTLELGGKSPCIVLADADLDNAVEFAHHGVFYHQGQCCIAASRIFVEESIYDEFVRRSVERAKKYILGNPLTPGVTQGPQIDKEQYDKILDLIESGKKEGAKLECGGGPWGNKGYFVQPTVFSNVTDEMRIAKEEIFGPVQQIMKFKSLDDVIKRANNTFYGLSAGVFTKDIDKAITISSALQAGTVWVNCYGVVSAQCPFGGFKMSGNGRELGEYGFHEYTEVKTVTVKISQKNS
GAA inhib – inhibitors of human lysosomal alpha-glucosidase; hit rate 0.005% among 200,000; Potency, µM (doses to about 76.9 µM), without a hit: at the top dose activity change, negative = inhibition, actives largely listed as inhibitors; purified human GAA, 4-MU-alpha-glucoside fluorescence; AID 1466;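 further: plate controls were uninhibited enzyme wells for no effect and no-enzyme background for full effect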
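Fluorogenic assay: 4 nM human alpha-glucosidase with 400 uM 4-methylumbelliferyl-alpha-D-pyranoside in 50 mM citrate/phosphate, 0.005% Tween-20, pH 5.0, 20 min at room temperature. Compounds tested up to 77 uM; AC50 from Hill fits.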
Epigenetic derep – derepresses silenced GFP reporter in murine cells; murine LDR cells, GFP reporter derepression, 30 h; Potency, µM (series often up to 53.9 µM), without a hit: top-dose GFP activation, most hits filed as activators; hit rate 0.2% among 280,000; AID 1865; further: % of control where 0% means no effect; nearly all actives have a fitted effect of over 60% in size
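In this reporter-derepression format, murine cells bearing a silenced integrated CMV-GFP locus incubate with test compound (30 h, 37 C), then are washed and imaged; fluorescent objects of 20–120 um count as induced cells.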
NPSR antag – blocks cAMP signaling of the human neuropeptide S receptor; Q6W5P4; Potency, µM (doses to about 38.3 µM), without a hit: at the highest dose activity change, negative = inhibition, usual class: inhibitors; AID 1461; CHO-NPSR cells, cAMP TR-FRET, antagonist mode; hit rate 1% among 220,000; further: on the % scale 0 is the no-effect control and ±100 the full control effect; nearly all actives have a fitted effect of over 50% in size; many of its hits are not listed in these tables
Target sequence (Q6W5P4 whole entry, looked up): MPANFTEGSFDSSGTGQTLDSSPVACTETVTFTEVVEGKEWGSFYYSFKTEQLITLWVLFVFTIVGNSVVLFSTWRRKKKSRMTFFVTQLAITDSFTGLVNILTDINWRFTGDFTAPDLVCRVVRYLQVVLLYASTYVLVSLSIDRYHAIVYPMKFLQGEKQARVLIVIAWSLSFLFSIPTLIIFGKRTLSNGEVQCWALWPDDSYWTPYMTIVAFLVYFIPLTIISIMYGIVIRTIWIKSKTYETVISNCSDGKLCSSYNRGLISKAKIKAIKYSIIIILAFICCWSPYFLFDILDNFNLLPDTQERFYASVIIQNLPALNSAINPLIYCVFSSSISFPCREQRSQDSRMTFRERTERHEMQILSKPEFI
GAA spleen mod – inhibits or activates alpha-glucosidase in human spleen homogenate | P10253 | human spleen homogenate, 4-MU-alpha-glucoside fluorescence | Potency, µM (top dose mostly 79.9 µM), without a hit: top-dose activity change, negative = inhibition, actives largely listed as inhibitors | hit rate 0.006% among 240,000 | AID 2112;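 further: 0% = enzyme with vehicle and -100% = no enzyme basal signal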
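Compounds were titrated against alpha-glucosidase in spleen homogenate at pH 5.0, with 1 mM 4-methylumbelliferyl substrate for 40 min at 37 C. Reactions were quenched with pH 10 NaOH/glycine and fluorescence measured.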
Tau fluor cs – counter-screen for tau fibril formation inhibitors | tau K18 P301L Alexa594 fluorescence, heparin fibrillization | Potency, µM (highest dose often 57.7 µM), without a hit: top-dose activity change, negative = decrease | hit rate 0.93% among 280,000; further: on the % scale 0 is the no-effect control and ±100 the full control effect; nearly all actives have a fitted effect of over 55% in size
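Human tau K18 P301L (15 uM unlabeled, 0.24 uM Alexa 594-labeled) in 100 mM sodium acetate pH 7 with 20 uM heparin, 6 hr at 37 C. ThT 30 uM added, 1 hr ambient; Alexa 594 FP and total fluorescence read at 555/632 nm.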
aGal spleen mod – alpha-galactosidase A (human) modulation | Potency, µM (top dose mostly 80 µM), without a hit: top-dose activity change, negative = inhibition, usual class: inhibitors | human spleen homogenate, 4MU-alpha-Gal fluorescence, 40 min | AID 2107 | hit rate 0.008% among 240,000;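 further: 0% = enzyme with vehicle and -100% = no enzyme basal signal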
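Inhibition or activation of alpha-galactosidase in human spleen homogenate is scored by 4-MU fluorescence after 40 min at 37C, pH 5.0, with 1 mM substrate. AC50s come from concentration-response fitted to the Hill equation.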
GAA glycogen mod – alters human alpha-glucosidase cleavage of glycogen. recombinant GAA, glycogen substrate, Amplex Red glucose oxidase fluorescence. Potency, µM (top dose mostly 76.4 µM), for the others: at the highest dose activity change, negative = inhibition, actives largely listed as inhibitors. hit rate 0.38% among 300,000;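 further: 0% = full enzyme reaction and -100% = no-enzyme basal signal; the screen sought inhibitors and activators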
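qHTS, 1536-well; enzyme 4 nM final; cpd up to 77 uM; substrate bovine liver glycogen 30 ug; 50 mM citrate/phosphate pH 5.0, 0.01% Tween-20; 37 C, 40 min; Amplex Red detection 45 min RT; Hill fit → AC50.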
Numbers without * were called inactive; ? = inconclusive; nt = no result given; & = joins results of further samples; [ ] = another dose, or the depositor's remark. Unless noted, the call rests on the fitted dose curve; in most records, active means well fitted curve in the direction sought with a large enough effect; inconclusive means small, poorly fitted or top-dose-only effect, or another doubt; inactive means no such curve, though single readings can be large; an effect the other way counts as inactive or inconclusive. Potency means the concentration at half of the fitted maximal effect. This is a subset; the hit share may differ from the screen's.

SMILES	ALDH1A1 block	GAA inhib	Epigenetic derep	NPSR antag	GAA spleen mod	Tau fluor cs	aGal spleen mod	GAA glycogen mod
NC(=O)C1=C[C@H](c2ccc(C(F)(F)F)cc2)C[C@H](OCc2ccc(CO)cc2)O1	-1%	nt	-2.9%	2%	3%	-11%	5%	3%
CCCCc1cc2c(cc1NC(=O)CN1CCCCC1)OCCO2	?	-2%	0.0%	11%	-2%	-12%	-19%	2%
COC(=O)c1cc(=O)n2c(-c3ccc(OC)cc3)csc2n1	5µM*	-8%	-2.7%	-5%[46.1 µM]	1%	-5%	-1%	6%
CN(C)CCOc1ccc2c(c1)Sc1ccccc1CC2=O	-1%	3%	-0.7%	-13%	-16%	-3%	3%	6%
CCOC(=O)c1[nH]c(=O)[nH]c1CSCCO	15%	-3%	-0.1%	-2%[46.1 µM]	-5%	-6%	-7%	-16%
CCOc1ccccc1OCCCNCc1ccco1	?	-4%	0.1%	13%	0%	3%	-15%	-2%
CC(C)NC(=O)COC(=O)c1ccccc1Oc1ccccc1	0%	1%	0.3%	-14%[46.1 µM]	0%	-6%	-3%	6%
Cc1ccc(S(=O)(=O)NCc2cn3c(C)csc3n2)cc1	-8%	4%	3.9%	-2%[46.1 µM]	5%	-4%	4%	3%
COc1ccc(NC(=O)CC2C(=O)NCCN2C(=O)c2ccc(Cl)cc2)cc1 (stereo unspecified)	nt	nt	-0.3%	-6%[7.67 µM]	-2%	-11%	2%	1%
OC1C2(Cc3ccccc3)CN3CCN(C2)CC1(Cc1ccccc1)C3 (stereo unspecified)	11%	6%	4.7%	-2%[46.1 µM]	-6%	-13%	5%	-1%
CCOC(=O)N1CCN(Cc2nc(N)nc(Nc3ccccc3C)n2)CC1	-7%	-4%	1.9%	-5%[46.1 µM]	-1%	2%	1%	6%
Cc1ccccc1CSc1nc(C(C)(C)C)cc(=O)[nH]1	6%	-3%	-3.8%	12%	10%	0%	11%	-4%
COc1ccc(CC(=O)NNC(=O)c2nn(Cc3ccccc3)c(=O)c3ccccc23)cc1OC	-7%	9%[15.4 µM]	12%	24%	-2%	-16%	0%	5%
O=C(O)CNC(=O)c1cccc(C(F)(F)F)c1	-3%	-1%	8.6%	17%	0%	8%	-4%	7%
Cn1c(=O)[nH]c(=O)c2c1nc(N(CCO)Cc1ccccc1)n2Cc1ccccc1Cl	?	-4%	-2.1%	-20%[46.1 µM]	-10%	-4%	-5%	-13%
O=[N+]([O-])c1ccc(NCCNc2ccc(Cl)nn2)cc1	9%	0%	-1.1%	-7%[46.1 µM]	-4%	-8%	-3%	1%
O=C(O)c1ccccc1C(=O)NCC(O)COCC1CC=CCC1 (stereo unspecified)	3%	0%	0.0%	12%[46.1 µM]	1%	-1%	0%	-15%
Cc1cc(C)nc(/N=C2\NC(=O)CC3C(=O)NCCN23)n1 (stereo unspecified)	1%	-4%	-0.9%	5%[46.1 µM]	1%	8%	7%	0%
O=[N+]([O-])c1ccc(Sc2ccccc2)nc1	-8%	4%	0.0%	10%	12%	3%	6%	10%
O=C(OCc1cc(=O)n2c(n1)sc1ccccc12)c1cccc(O)c1	?	1%	3.4%	8%	13%	-18%	15%	4%
COc1cc(NS(=O)(=O)c2ccc3[nH]c(=O)oc3c2)cc(OC)c1	11%	-11%	-2.2%	3%	-8%	0%	-6%	5%
Cc1c(NC(=O)Cn2[nH]c(=O)c3ccccc3c2=O)c(=O)n(-c2ccccc2)n1C	-6%	9%	-1.0%	-11%[46.1 µM]	-8%	-3%	-1%	2%
COc1cccc(OC)c1C(=O)Nc1ccc(N2CCCCC2)cc1	-1%	-2%	-0.7%	-29%[46.1 µM]	-17%	-3%	-9%	-8%
CC(/C=C/c1ccccc1)=N/NC(=O)C(O)c1ccccc1 (stereo unspecified)	7%	7%	1.0%	-1%	6%	1%	-2%	-10%
O=C(/C=C/c1ccccc1Cl)Nn1cnc2ccccc2c1=O	6%	0%	2.8%	11%	-4%	-10%	6%	-1%
COC(=O)C1=C(N)OC2=C(C(=O)CCC2)C1c1cccs1 (stereo unspecified)	-6%	5%	-0.8%	-7%[46.1 µM]	-14%	0%	6%	6%
CC(OC(=O)CCc1nc2ccccc2[nH]c1=O)C(=O)c1ccccc1 (stereo unspecified)	-5%	-3%	-0.2%	-13%[46.1 µM]	-5%	-16%	11%	-20%
COc1ccc(C2(CNC(C)=O)CCOCC2)cc1OC	-2%	1%	-1.2%	-6%[46.1 µM]	1%	-6%	-1%	10%
CN(c1ccccc1C(=O)Nc1ccc(S(=O)(=O)N2CCOCC2)cc1)S(C)(=O)=O	18%	-5%	1.9%	5%	4%	4%	7%	6%
O=C(O)c1cc(=O)c2cccc(O)c2[nH]1	-10%&-3%	nt	-1.1%&-1.3%	nt	-1%&-2%	-5%&-7%	-13%&5%	nt
Cc1cccc(N(CC(=O)O)CC(=O)O)c1	6%	-24%	1.0%	29%	-4%	6%	-11%	?
O=C(CSC1=NCCS1)N1CCCCCC1	5%	0%	0.9%	3%[46.1 µM]	1%	1%	0%	4%
O=C(NCCO)/C(=C/c1ccc2c(c1)OCO2)NC(=O)c1ccc(Br)cc1	-12%	3%	1.1%	10%	-4%	-5%	-3%	21%
Cc1ccc2cc(COC(=O)c3ccncc3)c(=O)[nH]c2c1	14%	-3%	0.0%	-3%[46.1 µM]	-6%	1%	22%	11%
CCOC(=O)C1=C(C)NC(=O)CC1c1ccccc1OC (stereo unspecified)	9%	?	0.0%	-10%	-2%	-9%	-5%	17%
CCn1c(SCC(=O)N2CCCCC2)nnc1-c1ccc(S(=O)(=O)N2CCN(C)CC2)cc1	?	-6%	1.0%	2%[46.1 µM]	-1%	-4%	4%	3%
O=C(CCN1C(=O)c2ccncc2C1=O)Nc1ccc2c(c1)OCCO2	-3%	0%	0.0%	-5%[46.1 µM]	-6%	-1%	1%	0%
Cc1ccc(C(NC(=O)N2CCCC2)C(Cl)(Cl)Cl)cc1F (stereo unspecified)	8%	11%	-0.4%	-42%	0%	-1%	2%	5%
CCC(C)NC(=O)CS(=O)(=O)Cc1nc(-c2cccc(OC)c2)oc1C (stereo unspecified)	-2%	-7%	-0.8%	-5%[46.1 µM]	-6%	4%	1%	1%
COc1ccc(NC(=O)Nc2nnc(N3CCC(C)CC3)s2)cc1OC	16%	5%	-3.1%	-5%	0%	?	-2%	0%
Cc1ccc(NC(=O)CN(C)CC(=O)Nc2ccccc2-c2ccccc2)cc1	14µM*	-2%	-4.4%	-31%	-8%	-7%	-8%	1%
Cc1[nH]n2c(=O)c3c(nc2c1-c1cccc2ccccc12)CCC3	10%	-5%	2.1%	?	-13%	2%	-3%	-2%
COC(=O)CCC(=O)Nc1cccc(Br)c1	4%	6%	0.0%	7%[46.1 µM]	-2%	2%	7%	0%
Cc1ccc(-n2ncc3c(Nc4c(C)n(C)n(-c5ccccc5)c4=O)ncnc32)c(C)c1	12%	-5%	0.2%	8%[46.1 µM]	0%	-2%	4%	3%
COc1ccc(OC)c(NS(=O)(=O)c2ccc(NC(=O)c3ccc(NS(C)(=O)=O)cc3)cc2)c1	?	-20%	-1.0%	-13%	-6%	?	-3%	7%
COc1ccc(C)cc1NC(=O)CN1CCN(S(=O)(=O)c2ccc(F)cc2)CC1	?	-18%	-0.4%	-27%[46.1 µM]	-4%	-2%	5%	-10%
CCOc1ccc(NC(=O)CN(C)CC(=O)Nc2ccc(F)c(F)c2F)cc1OCC	-5%	-10%	-1.5%	-11%	0%	-24%	0%	-1%
Cc1ccc2c(CC(=O)OCc3nc(N)nc(Nc4ccccc4C)n3)coc2c1	-4%	-15%	0.0%	-5%[46.1 µM]	-9%	?	4%	-2%
O=C(ON=C1CCN(S(=O)(=O)c2ccccc2)CC1)c1ccc(F)cc1	2%	-4%	1.8%	-7%[46.1 µM]	-12%	-6%	4%	5%
Cc1ccc(-c2nnn(CC(=O)N(CC3CCCO3)C(C(=O)NC3CCCC3)c3ccc(O)cc3)n2)o1 (stereo unspecified)	-5%	-8%	9.2%	5%	11%	-15%	5%	-9%
CNc1ccccc1C(C)(C)c1cc(-c2cc(C)cc(C)c2)no1	9%	-14%	1.1%	-31%	6%	-20%	4%	-13%
Clc1ccc(CC[C@H](Cn2ccnc2)Sc2c(Cl)cccc2Cl)cc1	?	nt	-1.4%[16.9 µM]	nt	4%[29.1 µM]	nt	26%[29.1 µM]	nt
O=C(COC(=O)C1COc2ccccc2O1)NC(=O)Nc1ccc2c(c1)OCCO2 (stereo unspecified)	10%	-4%	-1.0%	-6%[46.1 µM]	6%	-16%	-5%	4%
CCOC(=O)Cn1cnc2c(cnn2-c2ccc(Cl)cc2)c1=O	?	-8%	-2.6%	-11%[46.1 µM]	-3%	-22%	0%	-1%
Cc1cc(C)c2cc(CN(CCO)Cc3nnnn3Cc3ccccc3)c(=O)[nH]c2c1	5µM*	1%	-4.4%	-13%[46.1 µM]	0%	-6%	0%	4%
Cc1ccc(N2C(=O)C3C4C=CC(CNC(=S)Nc5ccc(F)cc5)(O4)C3C2=O)cc1 (stereo unspecified)	0.4µM*	4%	?	15%	0%	-2%	1%	-21%
COc1ccc(CCNS(=O)(=O)c2ccc(Cl)s2)cc1OC	1%	8%	0.0%	-4%[46.1 µM]	-4%	-13%	0%	0%
O=C(O)c1ccc2oc(SCC(=O)N3CCCCC3)nc2c1	13%	?	0.0%	-5%[46.1 µM]	3%	-6%	7%	3%
COC(=O)c1nn(-c2ccc(OC)cc2)c(=O)c2c(N)sc(C)c12	7.9µM*	-6%	-8.2%	-18%	-3%	-27%	5%	-9%

Taken from above.
GAA spleen mod result of O=C(ON=C1CCN(S(=O)(=O)c2ccccc2)CC1)c1ccc(F)cc1 is entered as -12%
NPSR antag result of Cc1ccc(NC(=O)CN(C)CC(=O)Nc2ccccc2-c2ccccc2)cc1 is entered as -31%

Looked up by compound from above, two records:
SMILES	ALDH1A1 block	GAA inhib	Epigenetic derep	NPSR antag	GAA spleen mod	Tau fluor cs	aGal spleen mod	GAA glycogen mod
O=C(COC(=O)C1COc2ccccc2O1)NC(=O)Nc1ccc2c(c1)OCCO2 (stereo unspecified)	10%	-4%	-1.0%	-6%[46.1 µM]	6%	-16%	-5%	4%
CNc1ccccc1C(C)(C)c1cc(-c2cc(C)cc(C)c2)no1	9%	-14%	1.1%	-31%	6%	-20%	4%	-13%

Compound activity as filed in PubChem BioAssay.
